# esBAF inh: inhibitors of esBAF chromatin remodeling in mouse ES cells. Bmi1-luciferase knock-in reporter, 24 h; 100% = twice the neutral-well signal. reporter increase, % at 12.5 µM. hit rate 2% among 350,000. AID 602393; in the data active = activation above about 40%; inconclusive = no clear call, values can overlap the other calls;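 also: 0% = median of the plate's neutral control wells and 100% = double that signal; a rise in the Bmi1 reporter signal indicates esBAF inhibition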
# ERp5 block: blocks human ERp5 reductase activity on insulin; Q15084; ERp5 insulin aggregation, absorbance 650 nm, 90 min; inhibition, % at 9.99 µM; hit rate 0.05% among 350,000; AID 651711;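 active = mean replicate inhibition above about 25%, with every replicate also reaching it, limit read from the data, passing the limit was not always enough; inconclusive = only one of those two criteria met; inactive = neither criterion met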
# Target sequence (Q15084 whole entry, looked up): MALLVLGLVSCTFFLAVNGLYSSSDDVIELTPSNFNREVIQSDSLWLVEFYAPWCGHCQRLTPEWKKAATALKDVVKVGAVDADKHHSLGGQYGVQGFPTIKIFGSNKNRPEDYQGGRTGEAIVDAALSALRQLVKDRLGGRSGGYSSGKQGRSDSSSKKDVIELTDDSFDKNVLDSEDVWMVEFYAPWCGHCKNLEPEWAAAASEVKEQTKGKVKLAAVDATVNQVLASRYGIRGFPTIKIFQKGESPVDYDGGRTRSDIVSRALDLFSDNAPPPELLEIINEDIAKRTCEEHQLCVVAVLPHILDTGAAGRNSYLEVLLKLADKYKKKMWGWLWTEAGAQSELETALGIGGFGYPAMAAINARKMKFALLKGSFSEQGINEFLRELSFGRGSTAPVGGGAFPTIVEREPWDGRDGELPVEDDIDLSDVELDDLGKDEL
# C2C12 statin: suppression of simvastatin myotoxicity; hit rate 0.78% among 330,000; rescue of ATP level, % at 7.49 µM; C2C12 myotubes + simvastatin, ATP luminescence, 48 h; scaled: DMSO 0, geranylgeraniol control 100;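 active = mean ATP rescue above about 67%, or every replicate alone reaching that limit, limit read from the data, passing the limit was not always enough; inconclusive = no clear call, values can overlap the other calls; inactive = mean under the limit and some replicate under it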;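 also: myotubes were challenged with 10 µM simvastatin during compound exposure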
# Cneo AK release: causes C. neoformans cell lysis; adenylate kinase release luminescence, 4 h; normalised: neutral wells 0, clomiphene wells 100; lysis activity, % at 15 µM; hit rate 0.2% among 360,000; AID 651654;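 active = mean lysis activity across replicates of at least 80%, whatever share of replicates individually reach that level; inactive = mean lysis activity below 80%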
#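 Test system: log-phase Cryptococcus neoformans yeast cells. Input: 5 × 10^6 yeast cells/mL. Medium: fresh YPD growth medium. Doses: single dose. Incubation: static 4 h at 37 °C with compound, 1 h detection. Measured by: luminescent adenylate kinase detection reagent. Read-out: signal increase indicating cell lysis. Benchmarks: Clomiphene.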
# ARNT TACC3 PPI: disruptors of human ARNT/TACC3 interaction; Q9Y6A5; AlphaScreen His-ARNT PAS-B/GST-TACC3 binding, luminescence; TACC3 fragment carries E629A point mutation; inhibition, % at 9.99 µM; hit rate 0.66% among 390,000;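 active = mean inhibition of replicates at least 50% and at least half of replicates each reaching 50%; inconclusive = half or more replicates reach 50% but mean below 50%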;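 also: 0% = complete ARNT plus TACC3 wells and 100% = ARNT alone without TACC3; many hits fall short of the cut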
# SIRT5 inh: inhibitors of human sirtuin-5 desuccinylase. Q9NXA8. AID 652115. hit rate 1.1% among 330,000. inhibition, % at 15 µM. Purified SirT5, succinyl-peptide AMC, trypsin-coupled fluorescence; in the data active = inhibition above about 15%; inconclusive = no clear call, values can overlap the other calls
# Target sequence (Q9NXA8 whole entry, looked up): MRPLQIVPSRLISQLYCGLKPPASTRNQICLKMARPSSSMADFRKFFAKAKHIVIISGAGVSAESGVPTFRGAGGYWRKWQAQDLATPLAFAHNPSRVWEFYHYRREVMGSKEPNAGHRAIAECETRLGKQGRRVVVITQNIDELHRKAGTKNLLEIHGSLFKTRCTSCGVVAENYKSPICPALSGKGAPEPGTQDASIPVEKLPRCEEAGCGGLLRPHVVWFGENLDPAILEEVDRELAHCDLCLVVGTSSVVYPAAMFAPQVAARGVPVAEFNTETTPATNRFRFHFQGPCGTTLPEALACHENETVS
# miR122 inh: miR-122 inhibition in Huh7 cells. Huh7 miR-122 Renilla luciferase sensor, 48 h; neutral wells = 0, positive control = 100. activation (reporter increase), % at 12.5 µM. hit rate 0.3% among 340,000. AID 602342;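 active = mean replicate activation score at least 90 and every replicate individually at or above 90; inconclusive = only one of the two criteria met; inactive = neither criterion met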;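 also: higher luciferase means less miR-122 activity so hits act as miR-122 inhibitors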
# An asterisk follows results filed as active; u = inconclusive; x = no result given; [ ] = another dose, or the depositor's remark.
# Values in the order: miR122 inh	SIRT5 inh	C2C12 statin	ERp5 block	esBAF inh	Cneo AK release	ARNT TACC3 PPI
- CCn1c(SCC(=O)NNC(=O)c2ccc(OC)cc2)nnc1C1CC1
    -4.7	-2.1	-2.2	5.6	-3.8	5.5	-1.6
- COc1ccc(-c2cccc3c2C2CC3CCN2C(=O)OCc2ccccc2)cc1 (stereo unspecified)
    2.4	-0.7	-12.2	1.4	-4.4	0.0	1.9
- CCNC(=O)C(C)Oc1ccc(Cl)cc1Cl (stereo unspecified)
    -0.5	-4.8	-4.9	7.0	7.2	-2.4	3.1
- COc1ccc(NC(=O)c2cc3ccc4c5ccccc5[nH]c4c3cc2O)cc1
    -5.1	-0.4	-9.0	1.3	-7.3	-0.9	-9.8
- Cc1cccc(N2CCN(Cc3cnc(Cl)s3)CC2C)c1 (stereo unspecified)
    -4.6	-0.3	1.2	1.8	-6.6	0.6	1.6
- CN(CC(=O)Nc1ccc(Cl)cc1)C(=O)CNC(=O)Cc1cccc2ccccc12
    x	-1.1	8.6	-3.1	-2.8	-1.8	3.9
- COc1ccccc1NC(=O)c1cnc(SCC(=O)NCC2CCCO2)n(C)c1=O (stereo unspecified)
    -2.4	-7.3	40.3	4.2	1.4	-15.1	-2.8
- Cn1c(CC(=O)Nc2ccc(F)cc2)nnc1SCC(=O)NC1CCCCC1
    -8.7	0.1	-4.4	1.7	8.9	-0.5	-3.8
- CC(=O)NC12CC3CC(C1)CC(C(=O)OCC(=O)Nc1ncc(Cl)c(C)c1Cl)(C3)C2
    -6.6	x	0.2	x	-8.7	-0.7	-4.6
- c1cnc(-c2noc(CN3CCN(C4C5CC6CC(C5)CC4C6)CC3)n2)cn1 (stereo unspecified)
    x	-0.4	x	1.7	x	x	-1.6
- CCc1ccc(N2C(=O)C(Cl)=C(Nc3ccc(C(=O)N4CCCC4)cc3)C2=O)cc1
    0.1	4.3	10.8	0.9	-10.5	-0.6	1.7
- CCOC(=O)N1CCN(C(=O)CN(c2cccc(OC)c2)S(C)(=O)=O)CC1
    4.4	x	1.5	x	-1.1	-2.3	-6.7
- CCc1ccc(NC(=O)CSc2nc(NS(=O)(=O)c3ccccc3)cc(=O)[nH]2)cc1
    x	1.6	x	0.8	x	x	7.1
- CC(SCc1ccccc1)C(=O)N/N=C/c1ccc(OCC(=O)NCc2ccco2)cc1 (stereo unspecified)
    -3.5	x	12.4	x	17.5	-7.4	-2.3
- C[C@@H]1CN([C@H](C)CO)C(=O)c2cc(NC(=O)C3CC3)ccc2O[C@@H]1CN(C)C(=O)Nc1ccc(C(F)(F)F)cc1
    5.1[16.7 µM]	0.8	-7.4	-1.9	-0.9	11.5	4.5

# Reformatted: entries from further up
smiles: c1cnc(-c2noc(CN3CCN(C4C5CC6CC(C5)CC4C6)CC3)n2)cn1 (stereo unspecified)
  miR122 inh = x
  SIRT5 inh = -0.4
  C2C12 statin = x
  ERp5 block = 1.7
  esBAF inh = x
  Cneo AK release = x
  ARNT TACC3 PPI = -1.6

smiles: CCc1ccc(N2C(=O)C(Cl)=C(Nc3ccc(C(=O)N4CCCC4)cc3)C2=O)cc1
  miR122 inh = 0.1
  SIRT5 inh = 4.3
  C2C12 statin = 10.8
  ERp5 block = 0.9
  esBAF inh = -10.5
  Cneo AK release = -0.6
  ARNT TACC3 PPI = 1.7

# (list continues)
# Values in the order: miR122 inh	SIRT5 inh	C2C12 statin	ERp5 block	esBAF inh	Cneo AK release	ARNT TACC3 PPI
- CC(=O)c1sc(N/N=C\c2ccc(N(C)C)cc2)nc1C
    -4.1	x	0.9	2.8	27.4	0.9	1.6
- C=CCCC(=O)N1C[C@H]2CON(C)[C@H]2C[C@H]1c1ccc(Br)cc1
    -0.1	x	0.0	2.9	-0.9	1.0	x
- N#Cc1ccccc1OCCOCCNC1CCCC1
    x	-7.3	x	-2.6	x	x	2.0
- CCNc1nc(Cl)nc(N(NC(C)=O)C(C)CC)n1 (stereo unspecified)
    2.7	x	4.8	x	1.1	0.3	5.0
- O=C(Nc1ccccc1)c1cc(C2CCCCN2C(=O)c2ccc3c(c2)CCO3)on1 (stereo unspecified)
    2.3	x	-5.6	-4.4	4.6	-1.7	x
- Cc1noc(C)c1NC(=O)Nc1ccc2c(c1)C(=O)N([C@@H](C)CO)C[C@@H](C)[C@@H](CN(C)C(=O)Nc1ccc(F)cc1)OCCCC[C@@H](C)O2
    4.0[16.7 µM]	-1.4	-1.2	-7.8	-1.8	-2.8	4.0
- C#CCOCCOCCOCCNc1nc(N2CCN(C(=O)[C@H]([C@@H](C)CC)n3cc([C@@H](N)Cc4ccc(O)cc4)nn3)CC2)nc(N2CCN(C(=O)[C@H](Cc3cc4ccccc4[nH]3)n3cc([C@@H](N)CC(C)C)nn3)CC2)n1
    x	x	0.8	x	2.1	1.0	-0.9
- CSc1nnc(NC(=O)c2nc(S(=O)(=O)Cc3ccc(C)cc3)ncc2Cl)s1
    x	2.6	-92.2	5.4	6.3	11.3	-5.7
- C[C@H]1CN([C@@H](C)CO)C(=O)c2cccc(NC(=O)c3ccncc3)c2O[C@H]1CN(C)C(=O)Nc1ccc(C(F)(F)F)cc1
    -5.8[16.7 µM]	-4.7	-9.1	1.8	-4.8	1.3	-3.9
- CC(=O)Nc1ccc(N2C(=O)c3ccc(C(=O)Nc4nnc(SCc5ccc(F)cc5)s4)cc3C2=O)cc1
    8.2	x	-16.0	x	-5.8	x	10.3
- Cc1ccc(NC(=O)N/C=C/c2ccc(Cl)cc2)cc1
    -0.1	x	-15.4	x	u	4.4	-4.8
- C[C@@H]1C(c2ccc(F)cc2)=NN(c2ccccc2)[C@H]1C(=O)N1CCOC1=O
    x	-1.7	13.5	1.6	-9.8	-2.9	12.8
- CCC(Oc1ccccc1OC)C(=O)Nc1ccc2c(c1)n(C)c(=O)n2C (stereo unspecified)
    0.0	-7.1	1.2	-3.5	3.9	-1.8	-3.4
- C[C@@H]1CN([C@@H](C)CO)C(=O)Cc2cc(NC(=O)CCN3CCOCC3)ccc2O[C@H]1CN(C)Cc1ccc(Cl)c(Cl)c1
    -15.2[16.7 µM]	-3.1	-18.6	-1.7	0.3	1.3	3.9
- C[C@@H]1CN([C@H](C)CO)C(=O)c2cc(NS(=O)(=O)c3ccc(F)cc3)ccc2O[C@H]1CN(C)Cc1ccc(C(F)(F)F)cc1
    -0.7[16.7 µM]	x	-16.5	x	-6.4	7.4	x
- COc1ccc(CN2C(=O)c3cccnc3C2=O)cc1S(=O)(=O)NC1CCCCC1
    2.4	0.1	4.0	-1.8	-3.4	-0.9	38.0
- CCOC(=O)C1CCN(C(=O)c2ccccc2NS(=O)(=O)c2cc(C)ccc2C)CC1
    1.3	x	x	x	x	0.3	-16.7
- COc1c(C)cc(Br)cc1C(=O)Nc1ccc(C)cc1[N+](=O)[O-]
    -2.7	x	x	x	x	-0.3	-2.0
- CCn1cc(CN2CCC(n3nccc3NC(=O)c3cccc(F)c3)CC2)c(C)n1
    4.2	0.3	2.4	-2.5	3.5	-0.2	18.1
- O=C(C[C@@H]1CC[C@H]2[C@@H](COC[C@H](O)CN2C(=O)Nc2ccc(C(F)(F)F)cc2)O1)NCC1CC1
    2.1[16.7 µM]	-2.5	-9.6	-5.7	-7.0	-1.3	4.7
- O=C(Nc1cc(F)ccc1F)N1C[C@H]2[C@@H](c3ccccc31)[C@@H](CO)N2Cc1ccncc1
    -12.2[16.7 µM]	1.6	-6.0	4.0	7.3	-3.6	5.6
- N#CCCN(C(=O)c1ccc2c(=O)n3c(nc2c1)CCCCC3)c1ccccc1
    -6.6	0.2	35.4	1.7	1.4	-2.7	3.1
- Cc1oc(-c2ccccc2Cl)nc1CSc1nc2c(c(=O)[nH]1)CCC2
    -3.6	-2.1	1.1	1.8	3.9	-0.6	x
- CCN1C(=O)CSc2ccc(C(=O)NCCCN3CCOCC3)cc21
    -8.2	-1.4	-31.0	2.5	-6.7	0.9	-5.9
- Cc1ccc(N(Cc2ccccc2)C(=O)c2cccc(S(=O)(=O)N3CCOCC3)c2)cc1
    x	-0.6	x	-3.1	x	x	1.5
- Cc1ccc(Cn2nnc3c(=O)[nH]c(C4CCCN(S(=O)(=O)c5ccccc5)C4)nc32)cc1 (stereo unspecified)
    -2.9	x	22.4	-1.0	4.1	-2.0	-2.0
- CNC(=O)COC(=O)CCC(=O)c1ccc(Cl)cc1
    3.0	-0.4	-4.4	3.6	-4.5	-1.9	7.4
- CCOC(=O)N1CCN(C(=O)c2ccc(CS(=O)Cc3ccccc3Cl)o2)CC1 (stereo unspecified)
    x	-0.3	24.4	-1.6	-3.2	5.7	1.4
- Cc1ccc(NC(=O)CN(C)C(=O)Cn2c(=O)oc3ccccc32)cc1
    x	2.1	-6.4	3.4	-6.0	1.2	32.1
- COc1cc(OC)cc(C(=O)NC(C)c2ccc(Br)cc2)c1 (stereo unspecified)
    -2.0	0.2	16.6	4.3	-8.6	-0.7	-1.3
- COc1cccc(-n2c(Cc3cc(=O)[nH]c(=O)[nH]3)nnc2SCC(=O)Nc2ccccc2)c1
    -1.6	-5.2	1.4	0.0	-0.1	0.4	x
- COc1ccc(CN2C(=O)c3cccnc3C2=O)cc1S(=O)(=O)N1CCCC(C)C1 (stereo unspecified)
    -5.0	0.0	1.5	0.6	-4.3	-0.7	23.2
- Cc1cc(C)c(-c2csc(NC(=O)C3=NN(c4ccccc4)C(=O)CC3)n2)c(C)c1
    x	-2.5	x	-1.1	x	x	2.5
- O=C(/C=C/c1ccco1)NC(=S)Nc1cccc(-c2nc3ccccc3s2)c1
    13.4	x	x	x	-8.5	-3.3	3.4
- O=C(CCN1C(=O)c2ccccc2C1=O)N1CCN(Cc2ccccc2)CC1
    0.6	-2.5	-12.8	-7.5	-2.0	-2.0	x
- CC(C)(C)c1ccc(C2/C(=C(\O)c3ccc4c(c3)OCCO4)C(=O)C(=O)N2CCCN2CCOCC2)cc1 (stereo unspecified)
    -1.5	2.1	15.7	x	-2.2	-3.1	-5.6
- CCOC(=O)C1CC2=C(CCCC2=O)N(Cc2ccccc2)C1=O (stereo unspecified)
    -6.3	-10.0	-16.7	6.3	-9.5	-0.8	-2.5
- Cc1cc(NC(=S)N(Cc2cccc(Br)c2)CC2CCC(C(=O)O)CC2)ccc1Cl (stereo unspecified)
    -1.1	x	-1.5	-2.4	2.1	x	-6.0
- CCOC(=O)CN(C(=O)CNC(=O)c1ccco1)C(C(=O)NC1CCCCC1)c1cccc(OC)c1 (stereo unspecified)
    -2.1	x	12.2	x	-5.6	-0.2	3.1
- COc1cc2ccccc2cc1C(=O)OCC(=O)N(CC(C)C)c1c(N)n(Cc2ccccc2)c(=O)[nH]c1=O
    x	0.9	-15.9	5.1	4.1	0.0	-6.8
- Cc1cccc(N(CC(=O)N2CCCCCC2)S(C)(=O)=O)c1C
    -0.5	-9.2	-10.3	-4.1	-5.8	0.4	-8.4
- CCN(CC)CCCNC(=O)c1cc2c(-c3ccc(Cl)cc3)nn(C)c2s1
    x	x	-2.0	0.4	-0.7	1.8	5.5
- Cc1ccc(S(=O)(=O)N(C)C[C@H]2Oc3cc(Br)ccc3S(=O)(=O)N([C@@H](C)CO)C[C@@H]2C)cc1
    70.3[16.7 µM]	1.1	42.2	-2.2	-2.4	-5.6	28.3
- COc1cc(C(=O)Nc2ccc3c(c2)OCCO3)ccc1-n1cnnn1
    -2.1	x	-7.9	x	17.1	-0.2	4.9
- C[C@H](NC(=O)C[C@@H]1C[C@H]2c3cc(NC(=O)c4cccnc4)ccc3O[C@H]2[C@@H](CO)O1)c1ccccc1
    -1.0[16.7 µM]	5.0	-1.8	-10.2	-0.5	-0.1	-1.0
- CNC[C@@H]1Oc2c(NS(=O)(=O)c3ccc(F)cc3)cccc2C(=O)N([C@@H](C)CO)C[C@@H]1C
    -5.4[16.7 µM]	0.2	-11.4	1.5	-0.2	45.2	8.5

# Bioassay records deposited in PubChem BioAssay by Broad Institute.
